# CHRM4 PAM = positive allosteric modulators of human muscarinic M4 receptor; CHO-K1 hM4/Gqi5, Fluo-8 calcium fluorescence, ACh EC20; 0% = ACh EC20, 100% = maximal ACh; activation, % at 3 µM; hit rate 0.4% among 360,000;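 active means activation above its plate's cutoff, the mean activation of sample wells plus 3 SD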; further: some results filed as inactive read as strong as hits
# Target sequence (P08173 whole entry, looked up): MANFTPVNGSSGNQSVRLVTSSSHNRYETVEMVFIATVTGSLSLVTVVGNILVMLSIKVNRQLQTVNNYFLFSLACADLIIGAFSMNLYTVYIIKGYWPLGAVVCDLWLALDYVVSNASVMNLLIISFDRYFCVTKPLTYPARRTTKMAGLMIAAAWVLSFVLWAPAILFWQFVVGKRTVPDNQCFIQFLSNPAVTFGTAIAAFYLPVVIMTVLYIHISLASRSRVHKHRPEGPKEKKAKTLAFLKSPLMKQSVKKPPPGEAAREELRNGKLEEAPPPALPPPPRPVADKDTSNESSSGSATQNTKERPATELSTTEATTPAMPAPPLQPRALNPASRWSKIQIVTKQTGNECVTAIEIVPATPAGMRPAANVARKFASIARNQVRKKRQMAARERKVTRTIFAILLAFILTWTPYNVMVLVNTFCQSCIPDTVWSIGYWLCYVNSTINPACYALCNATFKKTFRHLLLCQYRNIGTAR
# M5 ag = CHRM5 agonism in calcium assay. P08912. CHO-K1 hM5 cells, Fluo-8 calcium fluorescence; 0% DMSO wells, 100% maximal acetylcholine response. activation, % at 3 µM. hit rate 0.19% among 360,000;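 active means activation above the run's mean over test compounds plus 3 SD, cut at about 23% in these data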;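 further: signal is peak over basal fluorescence ratio across the kinetic read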
# M4 antag = CHRM4 antagonism in calcium assay; P08173; CHO-hM4 cells, ACh EC80, Fluo-8 calcium fluorescence; inhibition, % at 3 µM; hit rate 0.73% among 360,000; AID 624125;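 active means inhibition above its plate's cutoff, the mean inhibition of sample wells plus 3 SD, cut at about 27% in these data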;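 further: 0% = acetylcholine EC80 with DMSO and 100% = DMSO without agonist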
# CHRM5 PAM = potentiates acetylcholine response at human M5 receptor. CHO-K1 hM5, Fluo-8 calcium, ACh EC20 PAM; 0% = ACh EC20, 100% = ACh EC100. activation, % at 3 µM. hit rate 0.3% among 360,000;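 active means activation above the run cutoff, the mean activation of all test compounds plus 3 SD, cut at about 18% in these data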
#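 System – CHO-K1 hM5 cells · Compound – 3 µM, single dose · Incubation – compound preincubation 140 s before EC20 acetylcholine addition · Technique – Fluo-8 calcium fluorescence · Measure – Max/basal fluorescence ratio as % of EC20–EC100 ACh window · Benchmarks – low control EC20 acetylcholine (0%), high control EC100 acetylcholine (100%) · Replication – singlicate, one well per test compound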
# M5 antag = CHRM5 antagonism in calcium assay; CHO-hM5 cells, Fluo-8 calcium fluorescence, ACh EC80; inhibition, % at 3 µM; hit rate 0.59% among 360,000; AID 624040;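 active means inhibition above a per-plate cutoff, the mean of that plate's test compounds plus 3 SD, cut at about 27% in these data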;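 further: 0% = acetylcholine EC80 with DMSO and 100% = DMSO without agonist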
# CRFBP-R2 block = CRF-BP/CRF-R2 complex antagonism. HEK293 CRF-R2/CRF-BP, CRF-induced calcium fluorescence. inhibition, % at 11.8 µM. hit rate 0.59% among 350,000;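 active means inhibition of the ligand-induced calcium signal above about 50% at the single tested concentration, limit read from the data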
# M4 ag = agonists of human muscarinic M4 receptor (CHRM4). P08173. CHO-K1 hM4/Gqi5, Fluo-8 calcium fluorescence; vehicle 0%, full acetylcholine response 100%. activation, % at 3 µM. hit rate 0.14% among 360,000;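 active means activation above the run mean over all test wells plus 3 SD, cut at about 32% in these data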;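 further: peak over basal fluorescence ratio per well then scaled between controls; 0% = DMSO wells and 100% = acetylcholine at EC100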
# CRFBP-R2 agonist = agonists of human CRF-binding protein/CRF-R2 receptor complex; HEK293 CRF-R2/CRF-BP, calcium dye fluorescence (FLIPR); percent of saturating CRF peptide response; activation, % at 13.2 µM; hit rate 0.46% among 350,000; AID 588473;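 active means activation of at least 50%, plus an integration ratio under a set limit after plate pattern correction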;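 further: plate controls were neutral control wells without compound for no effect and CRF at EC100 for full effect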
# IDE cell inh = cellular human IDE inhibition | P14735 | HEK cells, FAbetaB cleavage, fluorescence polarization | inhibition, % at 5.59 µM | hit rate 0.41% among 320,000 | AID 434962;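 active means percent inhibition above the average of all tested compounds plus 3 SD, set per screening campaign, cut at about 16% in these data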;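 further: IDE supplied by intact live HEK cells; FP after avidin binding of uncleaved biotin substrate so inhibition keeps polarization high; 0% = DMSO wells and 100% = 60 µM reference IDE inhibitor Ii1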
# The depositor's hits bear a star; . = no result given. Random draw from the library; 2.9% or so of the library scored in one or more.
M5 antag	M5 ag	M4 antag	CRFBP-R2 agonist	M4 ag	CRFBP-R2 block	CHRM4 PAM	IDE cell inh	CHRM5 PAM	structure
-1	-1	-9	-4.8	1	4	-1	4	-1	Cc1cc(NC(=O)CSc2nccn2-c2ccc(Cl)cc2)no1
-1	0	3	-0.3	1	-21	7	-3	-1	CN(C)c1nc(OCCNC(=O)COc2ccc(Cl)cc2Cl)nc(N(C)C)n1
2	0	-5	5.8	1	22	10	-1	-1	Cc1cccc(N2CCN(C(c3cccs3)c3nnnn3C(C)(C)C)CC2)c1C (stereo not given)
-2	1	-10	0.4	-2	-4	9	6	1	CCOC(=O)c1c(NC(=O)CN2CCCCC2)sc2c1CCCC2O (stereo not given)
4	-6	3	-0.3	0	5	3	-1	4	COc1ccc(CC(NC(C)=O)C(=O)NC2CCN(c3c4c(nc5ncnn35)CCC4)CC2)cc1 (stereo not given)
-3	4	3	47	7	-35	3	0	1	O=[n+]1c2c(n([O-])c3cc(F)c(N4CCCC4)cc31)CCC2
2	2	5	15	2	-30	3	10	5	O=c1cc(-c2ccc([N+](=O)[O-])cc2)c2cc3c(cc2[nH]1)OCCO3
-1	1	-5	0.3	-1	0	-6	6	-5	COC(=O)C1=C(C)Nc2ccc(C)cc2S1
-4	-2	-5	1.0	1	7	1	1	2	Cn1c(=O)c2ncn(CC(=O)NC3CCCCCC3)c2n(C)c1=O
16	4	-10	-0.1	0	4	9	4	-6	CC(C)NC(=O)c1c(O)c2cccc3c2n(c1=O)CCC3
5	-2	2	-1.2	0	-7	6	-6	-2	Cc1cc(NC(=O)COC(=O)CC2CCCC2)c([N+](=O)[O-])cc1C
7	3	13	4.0	9	-5	-12	-4	-8	COc1ccc(C(C)=O)cc1CSc1ccc(S(=O)(=O)N2CCCCC2)cn1
9	-6	-6	-2.7	5	-7	4	-3	2	CC(C)(C)OC(=O)N1CCC2(CC1)Oc1ccc(F)cc1C(=O)C21CC(c2cccnc2)=NO1 (stereo not given)
17	-4	-11	1.1	11	-4	-13	2	-16	COC(=O)[C@@H](NC(=O)Nc1cccc(Br)c1)C(C)C
3	0	-1	1.4	0	7	5	1	-12	CN1CCc2nc3sc(C(=O)C45CC6CC(CC(C6)C4)C5)c(N)c3cc2C1
-4	0	6	-2.9	0	-2	-3	0	-6	CCCn1nnnc1NCc1cccc(OC)c1
-6	6	-4	0.9	6	20	10	2	-1	O=C(Nc1ccc(Cl)c(S(=O)(=O)N2CCOCC2)c1)c1ccncc1
10	-2	-5	0.5	7	2	4	-1	-6	COc1ccc(C(=O)NCCNc2nc3c(C)cccc3cc2C#N)cc1
3	2	6	.	1	.	-3	.	6	COCCCn1cc(CN2CC(N3CCN(CCO)CC3)CS2(=O)=O)nn1 (stereo not given)
6	1	14	-0.6	2	5	-6	0	-3	CSCCC(NC(N)=O)C(=O)Nc1ccc(F)c(Cl)c1 (stereo not given)
3	3	-2	-0.9	2	-3	-5	-3	-1	COc1cccc(OC)c1C(=O)Nc1cccc(-c2ccc3nncn3n2)c1
-5	1	-1	0.0	7	15	-7	-2	-1	CCN(C(=O)COc1ccc(N(C)S(=O)(=O)c2ccc(NC(C)=O)cc2)cc1)C1CCCCC1
-12	1	8	2.4	0	1	-8	0	11	COCC1CCN(C(=O)C2CCC(=O)N(CC3CCCCC3)C2)CC1 (stereo not given)
-10	2	3	1.1	0	-17	-7	-7	0	O=C(NC1CCS(=O)(=O)C1)c1cccc(S(=O)(=O)N2CCCC2)c1 (stereo not given)
13	1	11	.	0	.	-3	.	-6	CC1(C(=O)NS(=O)(=O)c2cccc(F)c2)CCN1C(=O)C/C=C/c1ccccc1 (stereo not given)
4	-1	-2	-0.6	2	4	2	6	-5	COc1ccc([C@H]2CC(=O)C=C(c3ccccc3)C2)cc1
5	-1	-1	1.9	1	28	2	.	4	NNC(=O)C1C(O)CCC2CN3CCc4c([nH]c5ccccc45)C3CC21 (stereo not given)
13	1	-5	-2.2	14	-10	-9	4	-27	CCCCn1nc(C(=O)N(C)CC(=O)Nc2cccc(F)c2)c2ccccc2c1=O
-6	-1	-1	45	2	-67	4	3	10	CNC(=O)c1c(NC(=O)c2ccc(S(=O)(=O)N3CCCCC3)cc2)sc2c1CCN(C(C)C)C2
5	-3	1	16	1	-4	-6	-2	-12	CN=C1S/C(=C\c2ccc(N3CCCC3)c(F)c2)C(=O)N1C
7	-3	5	-3.0	1	4	-4	2	-2	Cc1ccn2c(CN3CCOCC3)c(-c3ccccc3)nc2c1
21	-5	6	4.3	4	-1	-6	5	-21	O=C(c1nn(Cc2ccccc2)c(=O)c2ccccc12)N1CCN(C/C=C/c2ccccc2)CC1
4	3	-7	-0.8	7	8	-8	-1	-8	CCOc1cccc(C(=O)Nc2ccncc2)c1
3	-2	14	-1.3	0	-15	-6	2	-8	CCOC(=O)c1sc(NC(=O)CCSC)nc1C
9	-16	4	1.6	0	-72	-14	-2	-44	CCOC(=O)c1[nH]c2ccccc2c1CCCN1C(=O)c2ccccc2C1=O
12	-2	-8	-3.3	2	-13	6	2	1	O=C(NCc1nc2ccccc2[nH]1)C1=C[C@H](c2ccc3c(c2)OCO3)C[C@H](OCCCCO)O1
5	1	9	3.4	1	-33	-2	2	3	Cc1ccc(NC(=O)CN(C)Cc2nc3c(Br)cc(Br)cc3c(=O)[nH]2)cc1
-8	-6	-6	.	0	.	-4	.	-3	CCOC(=O)C1=CCN(S(=O)(=O)c2ccc(F)cc2)C1c1cccc(Cl)c1 (stereo not given)
4	-2	-1	-1.4	1	8	4	2	-2	CCOC(=O)c1cccnc1SCc1cc(=O)n2ccccc2n1
5	-5	1	-1.4	1	16	5	-2	0	Cc1cccc(Cn2nc(C(C)(C)C)cc2C(=O)N2CCOCC2)c1
12	-1	4	0.8	0	-7	2	0	-5	O=C(CC1C(=O)NCCN1Cc1cccc(C(F)(F)F)c1)NCCc1cnccn1 (stereo not given)
9	1	9	0.7	2	9	3	-2	-1	CC(=O)Nc1ccc(NS(=O)(=O)c2cc(Cl)sc2Cl)cc1
11	-1	8	-1.8	0	22	-2	-5	-4	CCOC(=O)CCC(NC(=O)CCCC(=O)NC(CCC(=O)OCC)C(=O)OCC)C(=O)OCC (stereo not given)
1	-1	7	20	0	10	-6	0	0	N#CC(C#N)=C1C=CC=CN1/C(=C\c1ccccc1Cl)C(=O)c1ccccc1
6	-2	-3	-2.0	2	11	3	0	-5	CCc1ccc(S(=O)(=O)NCCc2cn3ccc(C)cc3n2)s1
2	-2	2	-1.2	0	6	5	7	1	CS(=O)(=O)c1ccc(Cl)c(NC(=O)c2cc(=O)[nH]c3ccc(S(=O)(=O)N4CCOCC4)cc23)c1
1	3	-4	-0.3	0	1	0	-4	1	C#CCOc1c(Cl)cc(C2C3=C(CCCC3=O)N(CC(=O)O)C3=C2C(=O)CCC3)cc1OC
3	8	-7	-3.0	19	25	-3	-2	-9	O=C(NCCc1c[nH]c2ccccc12)C(=O)NCC1OCCN1S(=O)(=O)c1ccc(Cl)cc1 (stereo not given)

# Given tab-delimited: entries from further up.
molecule	M5 antag	M5 ag	M4 antag	CRFBP-R2 agonist	M4 ag	CRFBP-R2 block	CHRM4 PAM	IDE cell inh	CHRM5 PAM
CN=C1S/C(=C\c2ccc(N3CCCC3)c(F)c2)C(=O)N1C	5	-3	1	16	1	-4	-6	-2	-12
Cc1ccn2c(CN3CCOCC3)c(-c3ccccc3)nc2c1	7	-3	5	-3.0	1	4	-4	2	-2
O=C(c1nn(Cc2ccccc2)c(=O)c2ccccc12)N1CCN(C/C=C/c2ccccc2)CC1	21	-5	6	4.3	4	-1	-6	5	-21
CCOc1cccc(C(=O)Nc2ccncc2)c1	4	3	-7	-0.8	7	8	-8	-1	-8
CCOC(=O)c1sc(NC(=O)CCSC)nc1C	3	-2	14	-1.3	0	-15	-6	2	-8
CCOC(=O)c1[nH]c2ccccc2c1CCCN1C(=O)c2ccccc2C1=O	9	-16	4	1.6	0	-72	-14	-2	-44
O=C(NCc1nc2ccccc2[nH]1)C1=C[C@H](c2ccc3c(c2)OCO3)C[C@H](OCCCCO)O1	12	-2	-8	-3.3	2	-13	6	2	1
Cc1ccc(NC(=O)CN(C)Cc2nc3c(Br)cc(Br)cc3c(=O)[nH]2)cc1	5	1	9	3.4	1	-33	-2	2	3
CCOC(=O)C1=CCN(S(=O)(=O)c2ccc(F)cc2)C1c1cccc(Cl)c1 (stereo not given)	-8	-6	-6	.	0	.	-4	.	-3
CCOC(=O)c1cccnc1SCc1cc(=O)n2ccccc2n1	4	-2	-1	-1.4	1	8	4	2	-2
Cc1cccc(Cn2nc(C(C)(C)C)cc2C(=O)N2CCOCC2)c1	5	-5	1	-1.4	1	16	5	-2	0
O=C(CC1C(=O)NCCN1Cc1cccc(C(F)(F)F)c1)NCCc1cnccn1 (stereo not given)	12	-1	4	0.8	0	-7	2	0	-5
CC(=O)Nc1ccc(NS(=O)(=O)c2cc(Cl)sc2Cl)cc1	9	1	9	0.7	2	9	3	-2	-1
CCOC(=O)CCC(NC(=O)CCCC(=O)NC(CCC(=O)OCC)C(=O)OCC)C(=O)OCC (stereo not given)	11	-1	8	-1.8	0	22	-2	-5	-4
N#CC(C#N)=C1C=CC=CN1/C(=C\c1ccccc1Cl)C(=O)c1ccccc1	1	-1	7	20	0	10	-6	0	0
CCc1ccc(S(=O)(=O)NCCc2cn3ccc(C)cc3n2)s1	6	-2	-3	-2.0	2	11	3	0	-5

# Bioassay records from PubChem BioAssay.
